Screening results from PubChem.
KCNQ1 inh – inhibitors of human KCNQ1 potassium channel. B-score at 10 µM. 1.3% of 310,000 active. AID 2642. CHO-K1 KCNQ1, FluxOR thallium flux fluorescence; stronger effect = higher value;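 active = compounds whose thallium flux B-score, printed positive for inhibition, exceeds three library SD while starting fluorescence stays within three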;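 also: channel opened by potassium depolarization with thallium stimulus after 20 min compound exposure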
GSK3B inh – human GSK3beta kinase inhibition. 0.038% of 300,000 active. GST-GSK3beta kinase, ADP-Glo luminescence, 60 min; stronger effect = lower value. activity score (negative = inhibition), % at 10 µM. AID 2097;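 active = more than half of replicate wells score below -50%, meaning over 50% inhibition versus plate controls; inconclusive = some replicates but at most half score below -50%; inactive = no replicate scores below -50%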;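 also: 0% = median DMSO wells and -100% = median GW8510 positive control wells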
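Test system – GST-tagged human GSK3beta kinase, cell-free · Incubation – 60 min enzyme reaction, room temperature · Signal – ADP-Glo luminescence · Also added – peptide substrate and ATP at 25 µM · Controls – DMSO neutral wells and GW8510 at 20 µM as positive · Buffer or medium – Tris/MgCl2 kinase buffer · Measure – Luminescence-derived activity versus plate DMSO and GW8510 wells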
HDAC3 inhib – blocks human histone deacetylase 3; inhibition, % at 8.3 µM; recombinant HDAC3, fluorogenic peptide/trypsin coupled, fluorescence; AID 2718; 0.15% of 320,000 active; O15379; in the data active = inhibition above about 26%, passing the limit was not always enough; inconclusive = no clear call, values can overlap the other calls
Target sequence (O15379 whole entry, looked up): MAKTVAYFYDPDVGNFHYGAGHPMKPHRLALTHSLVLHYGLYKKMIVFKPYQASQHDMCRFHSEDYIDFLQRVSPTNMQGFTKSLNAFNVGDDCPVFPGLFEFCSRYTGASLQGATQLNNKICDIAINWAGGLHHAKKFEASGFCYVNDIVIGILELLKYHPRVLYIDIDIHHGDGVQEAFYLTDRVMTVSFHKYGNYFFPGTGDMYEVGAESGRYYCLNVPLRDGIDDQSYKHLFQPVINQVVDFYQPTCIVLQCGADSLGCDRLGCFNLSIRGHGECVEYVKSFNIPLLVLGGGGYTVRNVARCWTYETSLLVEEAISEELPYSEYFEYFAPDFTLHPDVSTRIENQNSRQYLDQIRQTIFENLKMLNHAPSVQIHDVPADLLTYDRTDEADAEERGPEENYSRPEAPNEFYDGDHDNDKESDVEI
DYRK1A inh – Dyrk1A (rat) kinase inhibition; Q63470; ADP-Glo luminescence, NFATc1 peptide; inhibition, % at 12.5 µM; 0.43% of 310,000 active; AID 504441; in the data active = inhibition above about 50%;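 also: plate controls were vehicle with enzyme for no effect and no enzyme for full effect; many of its hits are not listed in these tables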
KCNK3 block – human KCNK3 channel inhibition, primary screen. B-score at 10 µM. CHO-KCNK3 thallium flux, FluxOR fluorescence; stronger effect = lower value. O14649. 0.84% of 340,000 active. AID 602410;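 active = B-score under library mean minus 4 SD, starting fluorescence ratio at most library mean plus 5 SD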;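 also: more negative B-score means stronger inhibition of thallium flux through KCNK3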
Target sequence (O14649 whole entry, looked up): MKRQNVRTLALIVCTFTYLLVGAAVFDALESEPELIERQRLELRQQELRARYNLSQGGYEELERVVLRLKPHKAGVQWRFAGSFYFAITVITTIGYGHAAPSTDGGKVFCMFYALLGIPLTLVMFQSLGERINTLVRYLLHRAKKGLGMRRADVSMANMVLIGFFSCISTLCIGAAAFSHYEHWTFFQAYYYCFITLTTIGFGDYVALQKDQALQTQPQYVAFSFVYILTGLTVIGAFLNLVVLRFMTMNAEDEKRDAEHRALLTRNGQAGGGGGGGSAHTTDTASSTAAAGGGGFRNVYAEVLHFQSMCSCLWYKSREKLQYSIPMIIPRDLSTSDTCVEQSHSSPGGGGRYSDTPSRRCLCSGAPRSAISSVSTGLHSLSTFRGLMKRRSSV
RGS4 act – potentiators or activators of RGS4; HEK293 M3R/inducible RGS4, carbachol calcium flux Fluo4; stronger effect = lower value; AID 463111; B-score at 10 µM; 0.92% of 310,000 active;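 active = B-score of the integrated calcium signal more than 4 SD below the library mean, with starting fluorescence not abnormally high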;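 also: negative B-score means reduced calcium response which marks RGS4 activation or potentiation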
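Reagent: ECmax carbachol challenge; Test system: M3R-expressing HEK293 line, RGS4 induced by doxycycline; Schedule: overnight RGS4 induction, 30 min dye load 37 °C, 20 min compound RT; Detection: calcium dye Fluo4 fluorescence; Read-out: Agonist-evoked peak-minus-minimum fluorescence over baseline, integrated ratio, B score.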
KCNQ1 act – human KCNQ1 channel potentiation or activation | P51787 | CHO-K1 KCNQ1, thallium flux FluxOR fluorescence; stronger effect = higher value | B-score at 10 µM | 0.35% of 310,000 active | AID 2648;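 active = fluorescence ratio B-score, a plate-corrected score, at least three library SD, with initial intensity B-score within 5 SD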
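Test system: CHO-K1 cells stably expressing KCNQ1 / Medium: assay buffer / Also added: depolarizing K+/Tl+ stimulus, K2SO4 and Tl2SO4 each 12.5 mM in 5x stock / Incubation: 90 min dye loading and 20 min compound exposure, both at room temperature / Signal: thallium influx via FluxOR fluorescence, kinetic imaging / Evaluation: B score of baseline-normalized fluorescence ratio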
hERG protect – compounds protecting human hERG from proarrhythmic drug block; Q12809; CHO-hERG, FluxOR thallium flux, dofetilide IC70 present; activation (rescue from dofetilide block), less the hit threshold, % at 10 µM; 0.51% of 310,000 active; AID 1511;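 active = activation above the mean of controls blocked by dofetilide plus 5 SD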;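 also: thallium influx through hERG after potassium depolarization seen as dye fluorescence rise; in these data hits start at about 4.7%; inactives centre near -7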
PolyA inhibitor – blocks polyadenylation in yeast reporter cells; S. cerevisiae SKY197-pL101 polyadenylation reporter, beta-gal luminescence; efflux-impaired pdr1/pdr3 knockout yeast; score 100 = 6 SD above DMSO; calls only at 12 µM; 0.02% of 300,000 active;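 active = lowest replicate activity score at least 50, where 100 means six control SD above control mean; inconclusive = lowest score under 50 but half or more replicates reach 50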;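 also: yeast exposed to compound for 9 h at 30 °C; higher score means more reporter readthrough which indicates perturbed polyadenylation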
KCNK9 inh – human KCNK9 channel inhibition; HEK293 KCNK9, FluxOR thallium flux fluorescence; stronger effect = lower value; B-score at 10 µM; 1.2% of 310,000 active; AID 488922; Q9NPC2;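 active = ratio B-score over 3 SD below the library mean, with starting fluorescence within 5 SD of its mean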;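 also: negative B-score means less thallium flux so channel inhibition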
GSK3 alpha inh – blocks human GSK-3 alpha kinase; P49840; ADP-Glo luminescence, 60 min; inhibition, % at 10 µM; 0.1% of 320,000 active;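 in the data active = inhibition above about 50%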;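 also: GST-tagged GSK-3 alpha with peptide substrate and 25 µM ATP; 0% = DMSO neutral wells and 100% = GW8510 positive control wells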
An asterisk follows results filed as active; i = inactive; ? = inconclusive; . = not tested or not shown.

SMILES | KCNQ1 inh | GSK3B inh | HDAC3 inhib | DYRK1A inh | KCNK3 block | RGS4 act | KCNQ1 act | hERG protect | PolyA inhibitor | KCNK9 inh | GSK3 alpha inh
CC(C)(C)N1CC(C(=O)Nc2ccc(S(N)(=O)=O)cc2)CC1=O (configuration not stated) | i | 0.2 | -0.4 | -6.3 | i | i | i | -5.9 | i | i | 9.6
CCOc1ccc(Nc2oc(Cc3ccccc3)nc2C#N)cc1 | i | 1.2 | -0.4 | -0.5 | i | i | i | -7.6 | i | i | -0.4
COc1cc2oc3ccccc3c(=O)c2cc1OC | i | 1.1 | -146.0 | 10.6 | i | i | i | -8.8 | i | i | 1.2
CC(=O)N1c2ccc(S(=O)(=O)NCC3CCC(C(=O)NCc4ccco4)CC3)cc2CC1C (configuration not stated) | i | 1.6 | -1.6 | -7.2 | i | i | i | -5.3 | i | i | 0.8
Cc1ccc(-c2n[nH]c(=S)n2/N=C/C=C/c2ccccc2[N+](=O)[O-])cc1 | i | 4.8 | -1.7 | -2.1 | i | i | i | -7.0 | i | i | 0.5
COc1cccc(NC(=S)N(CCc2c(C)[nH]c3ccc(C)cc23)Cc2cccs2)c1 | i | 0.9 | 0.6 | 2.6 | -10.9* | i | i | -3.3 | i | -13.9* | -0.7
CC(C)C(=O)Nc1ccc(-c2nnc(-c3ccccc3)o2)cc1 | i | -1.4 | -3.0 | . | i | i | i | -1.5 | i | i | -0.4
CCOC(=O)Cn1nc2sc3ccccc3n2c(=O)c1=O | i | -1.8 | -3.4 | -2.7 | i | i | i | -8.1 | i | i | 0.8
Cc1ccc(Sc2ncccc2C(=O)O)cc1C | i | 0.3 | -5.7 | 1.1 | i | i | i | -5.2 | i | i | -2.3
O=C1CSC(c2ccccc2)N1Cc1ccccc1 (configuration not stated) | i | 1.8 | -1.1 | -3.7 | i | i | i | -6.5 | i | i | -0.3
Cc1ccccc1CNC(=O)C1CCCN(c2cnccn2)C1 (configuration not stated) | i | -0.5 | . | 1.3 | i | i | i | -7.2 | i | i | .
COc1ccc(S(=O)(=O)N2CCCC(C(=O)NCCCn3ccnc3)C2)cc1OC (configuration not stated) | i | 3.2 | 4.8 | 2.4 | i | i | i | -6.5 | i | i | -0.5
CCOC(=O)c1ccc(NC(=O)CC2S/C(=N/N=C3/NC(=O)CS3)NC2=O)cc1 (configuration not stated) | i | -4.8 | 3.7 | . | i | i | i | -5.2 | i | i | -1.9
CCn1nnc(NC(=O)c2cccnc2)n1 | i | -1.5 | 0.2 | -3.1 | i | i | i | -6.1 | i | i | 0.1
O=C(NCCc1ccc(S(=O)(=O)N2CCCC2)cc1)c1cccs1 | i | 0.7 | 0.4 | -0.4 | i | i | i | -6.5 | i | i | 1.0
Cc1ccccc1CS(=O)(=O)c1ccc(C(=O)N2CCOCC2)cc1[N+](=O)[O-] | i | 1.0 | 4.9 | 4.0 | i | i | i | -6.1 | i | i | 0.1
CCCCC(c1nnnn1C1CCCC1)N1CCN(C2CCCC2)CC1 (configuration not stated) | i | -1.0 | -4.2 | -2.9 | i | i | i | -3.4 | i | i | -2.5
CC(Sc1nc(N)cc(=O)[nH]1)C(=O)Nc1cccc(Cl)c1 (configuration not stated) | i | 0.5 | 3.3 | 3.0 | i | i | i | -9.4 | . | i | -0.1
COC(=O)c1ccc(NC(=O)CSCc2ccccc2C)cc1 | i | 4.4 | 0.3 | -0.1 | i | i | i | -15.6 | i | i | -3.6
O=C1C(=O)N(CCN2CCOCC2)C(c2ccccc2)/C1=C(\O)c1ccc2c(c1)OCCO2 (configuration not stated) | i | -0.8 | -4.7 | -7.7 | i | i | i | -4.9 | i | i | 3.6
COC(=O)c1ccc(OCC(O)CN(CC(C)C)CC(C)C)cc1 (configuration not stated) | i | 6.3 | 1.6 | -0.3 | i | i | i | -0.4 | i | i | -1.1
COc1ccc(OC)c2sc(N(CCN(C)C)C(=O)/C=C/c3cccs3)nc12 | i | 1.6 | -2.9 | 1.0 | i | i | i | -15.4 | i | i | 7.4
COC(=O)C1=C(C)N(CCc2c[nH]c3ccc(OC)cc23)C(=O)C1 | i | -1.3 | . | . | i | i | i | -1.9 | i | i | .
CCOc1ccc2nc(N(CCCN(C)C)C(=O)c3ccc4c(c3)CCCC4)sc2c1 | i | 1.2 | 4.1 | 3.1 | i | i | i | -22.4 | i | i | 0.8
O=C(CSc1ncn(-c2ccccc2)n1)Nc1ccc2c(c1)OCCO2 | i | 0.4 | -2.3 | -3.7 | i | i | i | -7.5 | i | i | 10.4
O=C(NCC1CC1)Nc1cccc(Cl)c1 | i | 2.8 | -0.1 | 13.8 | i | i | i | -3.4 | i | i | -2.2
NC(=O)C1(N2CCCCC2)CCN(C(=S)Nc2cccc(Cl)c2)CC1 | i | -0.4 | 0.9 | -3.1 | i | i | i | -14.0 | i | i | 2.0
O=C1CCC([N+](=O)[O-])C(c2cccc(Br)c2)N1 (configuration not stated) | i | 1.8 | 1.5 | -7.9 | i | i | i | -2.4 | i | i | 0.0
CC(C)c1ccccc1NC(=O)COc1ccc2c(=O)c(Oc3ccc4ccccc4c3)coc2c1 | i | 0.8 | -5.1 | . | . | i | i | -3.4 | i | i | -2.9
O=C(NCc1cccs1)C1CCCN(S(=O)(=O)c2ccc(Br)s2)C1 (configuration not stated) | i | 0.0 | 4.9 | -3.2 | i | i | i | -2.0 | i | i | 0.9
S=c1[nH]nc(-c2ccco2)n1/N=C/c1cccc(Cl)c1 | i | -0.1 | -0.4 | . | i | i | i | -13.3 | i | i | -2.9
CC(=O)Nc1c(O)c2ccccc2[nH]c1=O | i | 3.5 | 2.0 | -1.9 | i | i | i | -2.3 | i | i | -0.1
O=C(NNc1ccccc1[N+](=O)[O-])Nc1ccc(F)cc1 | i | 0.6 | . | -4.2 | i | i | i | -10.0 | i | i | .
COC(=O)c1sc(SC)c(-c2ccon2)c1C | i | -2.2 | -0.6 | 1.3 | i | i | i | -4.4 | i | i | -1.0
COc1c(F)c(F)c(C(=O)O)c(Nc2ccccc2C)c1F | i | 0.7 | -0.2 | -1.6 | i | i | i | -6.8 | i | i | -5.7
Fc1ccc(-c2csc(-c3ccncc3)n2)cc1 | i | 0.8 | -4.8 | -7.8 | i | i | i | -9.9 | i | i | -0.9
N#Cc1ccc(N/N=C/c2cn(-c3ccccc3)nc2-c2ccccc2)c([N+](=O)[O-])c1 | i | -20.3 | -12.5 | 2.1 | i | i | i | -2.4 | i | i | -3.5
CC(C)CC(=O)N=C1SC2CS(=O)(=O)CC2N1Cc1ccccc1Cl (configuration not stated) | i | 5.4 | -1.7 | . | i | i | i | -11.4 | i | i | -2.5
COc1cccc(C2CCCCN(C)C2=O)c1 (configuration not stated) | i | 3.5 | ? | . | i | i | i | -3.2 | i | i | 4.7
CC(/C=C/c1ccco1)=N/NC(=O)c1ccccc1Cl | i | 2.5 | 3.1 | 2.5 | i | i | i | -15.2 | i | i | .

Entries from the list above with a cyano group:
SMILES | KCNQ1 inh | GSK3B inh | HDAC3 inhib | DYRK1A inh | KCNK3 block | RGS4 act | KCNQ1 act | hERG protect | PolyA inhibitor | KCNK9 inh | GSK3 alpha inh
CCOc1ccc(Nc2oc(Cc3ccccc3)nc2C#N)cc1 | i | 1.2 | -0.4 | -0.5 | i | i | i | -7.6 | i | i | -0.4
N#Cc1ccc(N/N=C/c2cn(-c3ccccc3)nc2-c2ccccc2)c([N+](=O)[O-])c1 | i | -20.3 | -12.5 | 2.1 | i | i | i | -2.4 | i | i | -3.5

Next records:
SMILES | KCNQ1 inh | GSK3B inh | HDAC3 inhib | DYRK1A inh | KCNK3 block | RGS4 act | KCNQ1 act | hERG protect | PolyA inhibitor | KCNK9 inh | GSK3 alpha inh
Cc1cc(/C=N/NC(=O)CC2(C)OCCO2)c(C)n1-c1ccc(Cl)c(Cl)c1 | i | 0.2 | 0.6 | 1.8 | i | i | i | -4.7 | . | i | -2.7
COc1cc(OC)cc(C(=O)NNC(=O)c2cc3ccccc3cc2O)c1 | i | 0.7 | 5.5 | -3.9 | i | i | i | -9.9 | i | i | -1.4
CCc1nc2oc3ccc(C)cc3c(=O)c2cc1C(=O)OC | i | -1.3 | -0.9 | -4.3 | i | i | i | -7.9 | i | i | -3.6
CC(C)(C)C1CCC(C(=O)Nc2ccccc2)CC1 (configuration not stated) | i | -1.9 | -0.1 | -1.8 | i | i | i | -17.5 | i | i | -0.9
O=C(N/N=C/c1cccc([N+](=O)[O-])c1)c1cccs1 | i | -1.3 | . | -4.8 | i | i | i | -0.1 | i | i | .
N#Cc1c(-c2ccc(Cl)cc2)cc(-c2ccccc2)nc1SCC(=O)O | i | -1.8 | 2.3 | -10.4 | i | i | i | -9.4 | i | i | 2.1
COc1ccc(S(=O)(=O)NC(C)C(=O)NCc2ccncc2)cc1C (configuration not stated) | i | 1.5 | -4.8 | -5.1 | i | i | i | -8.2 | i | i | -2.1
CC1=C(C(=O)N2CCOCC2)C(c2cccs2)NC(=O)N1 (configuration not stated) | i | 1.5 | -5.3 | 17.4 | i | i | i | -5.0 | i | i | -0.8
CCCCN(CC)CCNC(=O)c1cc2c(=O)[nH]c3ccccc3c2s1 | i | -2.0 | -57.1 | 9.2 | i | i | i | -4.4 | i | i | 5.1
COc1ccc(C2C(C(N)=O)=C(C)Nc3nc(CCCO)nn32)cc1OC (configuration not stated) | i | 0.0 | 1.7 | -1.2 | i | i | i | -3.7 | i | i | -5.2
CCOC(=O)NN1C(=O)c2ccccc2NC1c1ccc(OC)cc1 (configuration not stated) | i | -3.4 | -24.9 | 0.6 | i | i | i | -6.2 | i | i | -2.1
COc1cc(/C=N/O)ccc1Oc1ccc([N+](=O)[O-])cc1[N+](=O)[O-] | i | -1.7 | -2.0 | 23.1 | i | i | i | -12.5 | i | i | 11.0
Cc1ccccc1NC(=O)c1ccc(NC(=O)c2ccco2)cc1 | i | 2.6 | 3.0 | -1.4 | i | i | i | -4.5 | . | i | -3.9
O=C(NCc1cccnc1)C(=O)c1c[nH]c2ccccc12 | i | 1.0 | 0.7 | 1.5 | i | i | i | -2.1 | i | i | 2.8

This is a subset (hit frequency here may not be typical).
